# Bioassay records as filed in PubChem BioAssay.
# Rab9 promoter act: qHTS Assay for Rab9 Promoter Activators | Huh7 Rab9 promoter-luciferase reporter, luminescence, 24 h | Potency, µM (top dose mostly 9.22 µM), inactives show top-dose activation, negative = inhibition, hits mostly activators | hit rate 2.8% among 320,000; note: potency is the fitted concentration of half-maximal effect; % of control where 0% means no effect; nearly all actives have a fitted effect of over 60% in size
#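 Luminescence from Amplite-detected luciferase (10 minutes, ambient) reports Rab9 promoter activation. Before that, stable Rab9-luciferase Huh7 cells (1500/well, reduced-serum OP-MEM I plus 10% FBS) were exposed to compound for 24 hours at 37C.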
# TRPV1 ag: HTS Assay for Compounds that Act as Agonists of the Vanilloid Receptor 1; TRPV1-expressing cells, Fluo-8 calcium influx, agonist mode; Transient receptor potential cation channel subfamily V member 1 (Homo sapiens), Q8NER1; activation, % at 8.33 µM; hit rate 0.19% among 320,000; in the data active = activation above about 80%; inconclusive = between about 30% and that limit; note: 0% is about no effect
#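 Fluo-8 calcium influx in TRPV1-expressing cells, kinetic read (ex 480/em 520 nm). Compound added and read 3 min for agonist activity, followed by capsaicin at EC20 final and 2 min further read for enhancement.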
# ELG1 genotoxic: qHTS screen for small molecules that induce genotoxicity in human embryonic kidney (HEK293T) cells expressing luciferase-tagged ELG1. hit rate 1.3% among 330,000. HEK293T ELG1-luciferase reporter, luminescence, 16 h. Potency, µM (highest dose often 46 µM), for the others: at the highest dose activity change, positive = activation, actives largely listed as activators. AID 504466, 2011; note: potency is the fitted concentration of half-maximal effect; % of control where 0% means no effect; nearly all actives have a fitted effect of over 60% in size
#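 Quantitative HTS format in 1536-well plates. HEK293T ELG1-luciferase reporter cells receive test compound and are incubated 16 hr at 37 °C, 5% CO2; ONE-Glo added, 30 min room temperature, then luminescence read.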
# BRCA1 expr act: qHTS Assay to Identify Small Molecule Activators of BRCA1 Expression; hit rate 1.1% among 380,000; Potency, µM (titrated, usually from 46.1 µM), for the others: top-dose activation, actives largely listed as activators; MCF7-BRCA1-FFLuc reporter, luminescence, 48 h; response scale: scaled: vehicle 0%, 10 µM genistein 100%; AID 624202, 2012; note: potency is the fitted concentration of half-maximal effect; nearly all actives have a fitted effect of over 80% in size; some results filed as inactive show a strong effect at the top dose
#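 Luminescence from a BRCA1-driven firefly luciferase in MCF7 cells was read after 48 h compound exposure at 37 C. Data normalized against DMSO and a 10microM genistein activation control, then curve-fitted across the titration.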
# ELG1 repair inh: qHTS screen for small molecules that inhibit ELG1-dependent DNA repair in human embryonic kidney (HEK293T) cells expressing luciferase-tagged ELG1. HEK293T ELG1-luciferase reporter, luminescence, 16 h; DNA damage induced by 5-fluorouridine. Potency, µM (highest dose often 46.1 µM), inactives show at the highest dose activity change, negative = inhibition, hits mostly inhibitors. hit rate 2.3% among 330,000; note: potency is the fitted concentration of half-maximal effect; % is set by controls: 0 for no effect and ±100 for the full control effect; nearly all actives have a fitted effect of over 55% in size
#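 Step one: seed 2,000 cells per well. Step two: pin-transfer compound or DMSO alongside 5-fluorouridine. Step three: incubate 16 hr, 37 °C, 5% CO2. Step four: add ONE-Glo, wait 30 min, read luminescence.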
# FLuc modulator: qHTS profiling assay for firefly luciferase inhibitor/activator using purifed enzyme and Km concentrations of substrates (counterscreen for miR-21 project); hit rate 6.9% among 360,000; Potency, µM (highest dose often 57.5 µM), without a hit: top-dose activity change, negative = inhibition, usual class: inhibitors; purified FLuc, Km substrates, luminescence inhibition; Luciferin 4-monooxygenase (Photinus pyralis), P08659;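 note: potency is the fitted concentration of half-maximal effect; plate controls were vehicle for no effect and reference inhibitor for full effect; nearly all actives have a fitted effect of over 55% in size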
# Target sequence (P08659 whole entry, looked up): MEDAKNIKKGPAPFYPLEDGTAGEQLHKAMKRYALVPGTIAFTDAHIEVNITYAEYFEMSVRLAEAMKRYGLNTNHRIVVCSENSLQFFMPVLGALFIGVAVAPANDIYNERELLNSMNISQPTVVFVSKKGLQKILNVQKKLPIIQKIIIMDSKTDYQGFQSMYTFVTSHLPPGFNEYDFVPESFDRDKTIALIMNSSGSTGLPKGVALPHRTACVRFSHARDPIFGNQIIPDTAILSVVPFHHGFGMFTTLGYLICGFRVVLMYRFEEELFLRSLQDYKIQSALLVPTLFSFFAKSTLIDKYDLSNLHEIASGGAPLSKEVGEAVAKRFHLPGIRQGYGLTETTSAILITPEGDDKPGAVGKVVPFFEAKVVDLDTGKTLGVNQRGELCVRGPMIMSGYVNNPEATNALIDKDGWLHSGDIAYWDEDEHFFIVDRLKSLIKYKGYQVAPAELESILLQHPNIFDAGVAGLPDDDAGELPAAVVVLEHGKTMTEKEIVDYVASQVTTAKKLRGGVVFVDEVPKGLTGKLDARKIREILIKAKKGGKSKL
#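 Biochemical qHTS of compounds, final roughly 60 µM downward over six points, against 10 nM purified firefly luciferase using Km concentrations of substrates (10 uM D-luciferin, 10 uM ATP) in Tris acetate pH 7.5 buffer; luminescence output.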
# p53 reactivator: qHTS assay for re-activators of p53 using a Luc reporter. Potency, µM (titrated, usually from 92.2 µM), for inactives: top-dose activity change, positive = activation, actives largely listed as activators. AID 504706, 2011. hit rate 0.063% among 320,000. H1299 p53-A138V BP100-luciferase reporter, luminescence, 24 h; note: potency is the fitted concentration of half-maximal effect; % of control where 0% means no effect; nearly all actives have a fitted effect of over 45% in size
#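 H1299 (p53-null), stable ts p53-A138V + BP100-Luc; 1000 cells/well, Opti-MEM/10% FBS; cpd 4 pt, 1:5; 24 h, 37 deg C, 5% CO2; detection reagent 10 min RT; luminescence.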
# Tb PFK block: qHTS Assay to Find Inhibitors of T. brucei phosphofructokinase; T. brucei PFK, ADP-Glo luminescence; Potency, µM (series often up to 57.5 µM), for inactives: at the top dose activity, negative = inhibition, actives largely listed as inhibitors; hit rate 0.17% among 330,000; AID 485367, 2010;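 note: potency is the fitted concentration of half-maximal effect; 0% = uninhibited 1x PFK enzyme wells and -100% = no-enzyme wells; nearly all actives have a fitted effect of over 60% in size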
#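 ADP-Glo luminescence quantified ADP after 45 min at room temperature, with 1.25 nM T. brucei PFK, 0.1 mM ATP and 0.5 mM fructose-6-phosphate in pH 8.0 TEA buffer. qHTS titrations up to 57 µM; curves classified by quality.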
# NPC1 prom act: qHTS Assay for NPC1 Promoter Activators | Huh7 NPC1 promoter luciferase reporter, 24 h | hit rate 2.4% among 320,000 | Potency, µM (top dose mostly 9.22 µM), for inactives: at the highest dose activation, most hits filed as activators;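 note: potency is the fitted concentration of half-maximal effect; % of control where 0% means no effect; nearly all actives have a fitted effect of over 60% in size; reporter is driven by a mutant NPC1 promoter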
#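 Luciferase expression driven by the NPC1 promoter was measured in stably transfected Huh7 cells after a 24 h compound incubation, using a luciferase reagent and a luminescence read.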
# RORgamma inh: qHTS for inhibitors of ROR gamma transcriptional activity | Drosophila S2 Gal4-RORgamma UAS-luciferase reporter, 20 h | Potency, µM (doses to about 53.6 µM), for inactives: at the highest dose activity change, negative = inhibition, most hits filed as inhibitors | hit rate 5.4% among 310,000 | AID 2551, 2010; note: potency is the fitted concentration of half-maximal effect; % is set by controls: 0 for no effect and ±100 for the full control effect; nearly all actives have a fitted effect of over 60% in size
# Target sequence (P51450 whole entry, looked up, the tested form may be a part): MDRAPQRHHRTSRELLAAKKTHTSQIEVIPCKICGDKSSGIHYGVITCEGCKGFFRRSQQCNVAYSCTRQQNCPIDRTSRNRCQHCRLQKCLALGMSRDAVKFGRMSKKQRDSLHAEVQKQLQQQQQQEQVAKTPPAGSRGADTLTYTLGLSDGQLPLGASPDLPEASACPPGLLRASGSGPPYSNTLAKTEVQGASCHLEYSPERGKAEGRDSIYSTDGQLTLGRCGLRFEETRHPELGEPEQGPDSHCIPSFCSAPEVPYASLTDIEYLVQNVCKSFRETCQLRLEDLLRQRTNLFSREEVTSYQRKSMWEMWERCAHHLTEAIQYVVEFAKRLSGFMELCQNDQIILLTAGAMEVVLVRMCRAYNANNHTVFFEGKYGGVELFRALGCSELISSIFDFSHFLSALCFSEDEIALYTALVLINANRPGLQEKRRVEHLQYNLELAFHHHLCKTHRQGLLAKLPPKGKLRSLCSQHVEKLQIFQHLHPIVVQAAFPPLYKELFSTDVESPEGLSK
#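 Read-out: Photinus luciferase luminescence; inhibitors lower reporter signal. Insect Schneider cells with Gal4-ROR gamma fusion under metallothionein promoter, UAS reporter; 700 uM final copper sulfate induction, 20 hr, ambient temperature.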
# VP16 counter: VP16 counterscreen qHTS for inhibitors of ROR gamma transcriptional activity. hit rate 3.5% among 310,000. AID 2546, 2010. Drosophila S2 Gal4-VP16 UAS-luciferase, luminescence, 20 h. Potency, µM (series often up to 53.6 µM), for the others: top-dose activity, negative = inhibition, most hits filed as inhibitors;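 note: Gal4-VP16 expression switched on by copper sulfate through the metallothionein promoter; potency is the fitted concentration of half-maximal effect; % is set by controls: 0 for no effect and ±100 for the full control effect; nearly all actives have a fitted effect of over 50% in size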
# * hit, by the source's call; u = inconclusive; x = not tested or not shown; [ ] = remark or other dose. Unless noted, calls come from the whole dose curve; as a rule, active = well fitted curve in the direction sought with a large enough effect; inconclusive = small, poorly fitted or top-dose-only effect, or another doubt; inactive = no such curve, though single readings can be large; an effect the other way counts as inactive or inconclusive.
SMILES,Rab9 promoter act,TRPV1 ag,ELG1 genotoxic,BRCA1 expr act,ELG1 repair inh,FLuc modulator,p53 reactivator,Tb PFK block,NPC1 prom act,RORgamma inh,VP16 counter
C[C@@H]1NC(=O)[C@H](CCCN=C(N)N)NC(=O)c2cc([N+](=O)[O-])cc(I)c2OCC[C@@H](C(=O)NC(CC(=O)O)C(N)=O)NC1=O (some centres undefined),-6%,4,3%,x,-2%,3%,-2%,-2%,-2%,-4%,-2%
c1ccc(-n2cc(CN3CCCC3)c(-c3ccc4c(c3)OCO4)n2)cc1,-2%,-2,0%,0%,5%,-4%,1%,-3%,-4%,-2%,-7%
N#Cc1nc(COc2cccc(Cl)c2)oc1NCc1ccncc1,18%,0,-1%,0%,16%,-8%,16%,-9%,7%,-2%,-10%
CC[C@@]1(C(=O)OC)N[C@H](CN(C)C(=O)Nc2ccccc2)[C@@H]2C(=O)N(C)C(=O)[C@@H]21,x,x,1%,7%,6%,x,-3%,17%,x,x,x
COC(=O)CC1C(=O)NCCN1C(=O)c1ccc(S(=O)(=O)N2CCOCC2)cc1 (centres undefined),-2%,2,-2%,4%,6%,-2%,-2%,8%,1%,12%,-6%
CCOc1ccc(C(=O)NC(=S)Nc2ccc(N3CCC(C)CC3)cc2)cc1[N+](=O)[O-],-4%,0,-5%,-29%,u,-2%,9%,0%,-8%,0.4µM*,u
FC(F)(F)c1cccc(Cc2noc(CN3CCC(c4ccncc4)CC3)n2)c1,-24%,8,-6%,-17%,-11%,-3%,-1%,-9%,-16%,-86%,u
CCCC1(c2ccccc2)NC(=O)N(C/C=C/Cl)C1=O (centres undefined),1%,4,-4%,0%,-11%,0%,-2%,0%,-3%,-14%,4%
CCc1nnc(SCc2ccc(OC)c(Br)c2)n1N,1%,4,-5%,-8%,21%,-3%,7%,-1%,4%,-25%,-8%
Cc1ccc(NC(=O)COc2ccccc2C(=O)NCc2ccccc2)cc1,2%,21,-1%,-32%,u,x,-1%,-9%,0%,x,x
C=CCNC(=O)NC(=O)COC(=O)c1ccccc1Sc1ccc(C(F)(F)F)cc1[N+](=O)[O-],0%,3,6%,-30%,19%,5%,6%,0%,0%,u,-7%
O=C(COC(=O)c1cc(Br)ccc1Cl)NC1CC1,-2%,3,-2%,-1%,u,-1%,6%,-7%,2%,39%,2%
CCC(C)C(NC(=O)C(N)CC(C)C)C(=O)NC(CCC(=O)OCc1ccccc1)C(N)=O (centres undefined),2%,0,3%,-2%,7%,0%,-2%,3%,0%,-27%,15%
CC(C)Oc1ccc(C(=O)OC(C)C(=O)Nc2nc(-c3cccc([N+](=O)[O-])c3)cs2)cc1 (centres undefined),-6%,0,-4%,2%,16µM*,2%,-1%,6%,-2%,-3%,8%
COC(=O)CC1C(=O)NC(C)=C1C(=O)OC (centres undefined),-2%,-6,1%,x,u,6%,0%,0%,1%,3%,-13%
C(=N\N=C\c1cccnc1)/c1cccnc1,5%,-5,2%,-28%,-4%,u,4%,5%,1%,-17%,12%
CCOc1ccc(Nc2oc(-c3ccco3)nc2C#N)cc1,u,9,7%,72%,u,u,3%,-6%,u,22%[10 µM],-4%
Cc1ccc(NC(=S)NCc2ccc3[nH]c4c(c3c2)CCCC4)cc1,-10%,-7,0%,-33%,u,-5%,-12%,-1%,3%,7.9µM*,2.8µM*
O=c1c2ccccc2c(-c2n[nH]c(=S)o2)nn1Cc1ccccc1,12%,13,11%,-24%,-10%,u,-1%,-24%,-5%,1%,0%
COc1ccccc1C(=O)NCCC(=O)NC1CCCCC1C (centres undefined),-1%,-3,-3%,17%,2%,4%,-3%,4%,1%,x,x
CCOc1ccc2nc(NC(=O)C3CCCO3)sc2c1 (centres undefined),-7%,3,2%,0%,-16%,-1%,-2%,4%,-6%,-15%,5%
O=C(NCc1cccs1)c1cccn2c(=O)c3sccc3nc12,4%,1,-2%,-8%,11%,-6%,-1%,-4%,0%,27%,-9%
CCC1Oc2ccccc2N(CC(=O)NC2CCCCC2)C1=O (centres undefined),11%,9,-2%,-11%,-1%,0%,5%,-2%,1%,-4%,-6%
CCCNC(=O)NC(=O)COC(=O)/C=C/c1cc(Br)ccc1F,-1%,3,2%,3%,14%,-7%,-1%,1%,0%,-1%,-2%
CCCCCC(=O)N1CC2(CC(c3cccc(NC(=O)CC(c4ccccc4)c4ccccc4)c3)=NO2)C[C@@H]1C(N)=O (some centres undefined),-5%,2,-9%,-86%,u,4%,-4%,-5%,-7%,u,-16%

# Overlap with the part before: two entries, followed by the next part.
SMILES,Rab9 promoter act,TRPV1 ag,ELG1 genotoxic,BRCA1 expr act,ELG1 repair inh,FLuc modulator,p53 reactivator,Tb PFK block,NPC1 prom act,RORgamma inh,VP16 counter
CCCNC(=O)NC(=O)COC(=O)/C=C/c1cc(Br)ccc1F,-1%,3,2%,3%,14%,-7%,-1%,1%,0%,-1%,-2%
CCCCCC(=O)N1CC2(CC(c3cccc(NC(=O)CC(c4ccccc4)c4ccccc4)c3)=NO2)C[C@@H]1C(N)=O (some centres undefined),-5%,2,-9%,-86%,u,4%,-4%,-5%,-7%,u,-16%
Cc1cc(-c2nnc(CCC(=O)NC(C)c3cccc4ccccc34)o2)no1 (centres undefined),2%,-1,1%,10%,0%,-11%,0%,0%,-2%,10%,28%
COc1cc(/C=C(\C#N)c2[nH]nc(N)c2C#N)cc(OC)c1O,1%,13,10%,-78%,u,-10%,0%,3%,1%,-21%,-9%
COc1ccc(Cl)cc1NC(=O)COC(=O)/C=C/c1c(C)nn(C2CCS(=O)(=O)C2)c1Cl (centres undefined),-21%,-1,-7%,-110%[inhibitor],13µM*,-8%,-19%,-2%,-4%,u,-27%
CC(CC(=O)N1CCN(c2cccc(Cl)c2)CC1)S(=O)(=O)c1ccc2c(c1)NC(=O)CO2 (centres undefined),-27%,9,-15%,-24%,u,0%,-3%,-14%,-15%,-41%,14µM*
Cc1c(N=CC=Nc2c(C)n(C)n(-c3ccccc3)c2=O)c(=O)n(-c2ccccc2)n1C,-2%,-4,2%,x,-1%,1%,0%,3%,0%,-1%,3%
Cn1nc(C(C)(C)C)cc1C(=O)NCc1ccc(N2CCCC2=O)cc1,-25%,0,7%,-70%,-22%,-2%,-2%,7%,-22%,u,0.56µM*
CCn1c(C(=O)O)c(CC(=O)Nc2cccc(C(F)(F)F)c2)c2ccccc21,3%,-5,-6%,-2%,u,1%,-3%,1%,1%,-13%,1%
CCc1c(C)sc(NC(=O)c2noc(C)c2[N+](=O)[O-])c1C#N,3%,-1,3%,-8%,-1%,11µM*,8%,-1%,-2%,18µM*,u
Cc1ccc(S(=O)(=O)N2CCC(C(=O)OCC(=O)N3CCCCC3C)CC2)cc1C (centres undefined),-6%,5,9%,-8%,u,0%,5%,0%,3%,x,x
Cc1nn(-c2ccccc2)c(C)c1NC(=O)COC(=O)c1ccc(S(=O)(=O)C(F)F)cc1,-6%,-5,-3%,10%,13%,0%,u,-3%,-4%,x,x
O=C(C[C@H]1C/C=C\C[C@@H](Cc2ccc(F)cc2)C(=O)OC[C@@H]2CCCN2C1=O)NCCO,x,x,2%,1%,0%,x,4%,7%,x,x,x
NNC(=O)c1cc(O)c(O)c(O)c1,0%,-1,0%,-28%,3%,u,3%,-17%,0%,-16%,-3%
Cc1cnc(NC(=O)c2cc3ccccc3o2)s1,u,u,u,-7%,u,0.54µM*,-4%,-3%,1.4µM*,6.3µM*,13µM*
Cc1ccc(F)cc1CNC(=O)C1CCC(=O)N(CC2CCCCC2)C1 (centres undefined),-4%,u,-1%,-17%,4%,3%,2%,-7%,1%,u,-4%
CCOC(=O)C1(CC2CC2)CCN(Cc2cnc(-c3ccccc3C)nc2)CC1,-5%,-6,-1%,-38%,u,-1%,5%,-2%,-7%,11%,5%
Cc1ccc(C(=O)NNC(=O)Cc2csc(-c3csc(C)n3)n2)cc1,-1%,1,0%,0%,18%,-1%,-2%,5%,0%,0%,-8%
O=C(Nc1ccccc1)N1CCN(c2cccc(C(F)(F)F)c2)CC1,-5%,u,-7%,-29%,u,3%,6%,-25%,1%,30%,-27%

# This is a random part of the collection (roughly 15% active in at least one column).
